WRN helicase inh = blocks human WRN helicase | WRN helicase unwinding, fluorescent forked duplex, kinetic | AID 651768 | hit rate 0.46% among 360,000 | Potency, µM (titrated, usually from 114 µM), without a hit: at the highest dose activity change, negative = inhibition, actives largely listed as inhibitors | Q14191; also: potency is read from the fitted curve at half-maximal effect; % is scaled to controls: 0 for no effect and ±100 for the full control effect; nearly all actives have a fitted effect of over 55% in size
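Kinetic fluorescence helicase assay: unwinding of a quenched forked DNA duplex (100 nM final) with 2 mM ATP final raises red fluorescence (525/598 nm). Compounds sat 15 min at room temperature with 20 nM WRN beforehand.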
IL1B secr inh = blocks inflammasome-driven IL-1 beta release | THP-1 LPS/ATP IL-1B secretion, AlphaLISA, 16 h; hits give low values | activity change, % at 57.5 µM | hit rate 4.7% among 360,000; in the data active = activity change below about -50%; inconclusive = mostly about -30% to -49%; also: % is scaled to controls: 0 for no effect and ±100 for the full control effect
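THP-1 cells pretreated 1 hr with compounds (up to 57.5 uM final), then stimulated with LPS (250 ng/mL final) plus ATP (1.25 mM final); secreted IL-1B measured by AlphaLISA after 16 hr, decreased signal indicating inhibition.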
KB-V1 cytotox = KB-V1 MDR subline cytotoxicity; KB-V1 MDR cells viability, CellTiter-Glo, 72 h; hit rate 3.4% among 400,000; Potency, µM (series often up to 46.1 µM), for the others: at the highest dose activity change, negative = cytotoxicity, actives largely listed as cytotoxic; also: potency is read from the fitted curve at half-maximal effect; % is scaled to controls: 0 for no effect and ±100 for the full control effect; nearly all actives have a fitted effect of over 60% in size
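KB-V1 cells (P-gp-expressing MDR subline of KB-3-1) in phenol-red-free DMEM with 10% FBS were exposed to library compounds over a concentration series for 72 h at 37 degrees C. Viability read by CellTiter-Glo luminescence; concentration-effect curves fitted after normalization.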
SW480 rerep = induces DNA re-replication in SW480 colon adenocarcinoma cells. SW480 DNA re-replication, Hoechst DNA content imaging, 48 h. Potency, µM (titrated, usually from 46.1 µM), without a hit: top-dose re-replication activation, hits mostly activators. hit rate 1.8% among 340,000. AID 624297; also: potency is read from the fitted curve at half-maximal effect; % of control where 0% means no effect; nearly all actives have a fitted effect of over 55% in size
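Treated cells incubate 48 hr (37 C, 5% CO2), are stained 40 min with Hoechst, and nuclear fluorescence is enumerated; a rise in nuclei with high DNA signal marks re-replication.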
ATXN2 expr inh = reduces ATXN2 reporter expression in HEK-293 cells; Potency, µM (doses to about 57 µM), inactives show top-dose activity change, negative = inhibition, actives largely listed as inhibitors; hit rate 0.72% among 360,000; AID 1745845; HEK-293 ATXN2-luciferase reporter, luminescence, 24 h; also: potency is read from the fitted curve at half-maximal effect; % is scaled to controls: 0 for no effect and ±100 for the full control effect; nearly all actives have a fitted effect of over 55% in size
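ATXN2-luciferase reporter cells (luciferase flanked by upstream and downstream ATXN2 gene portions) were treated 24 h at 37 °C with compounds at up to 57 uM. SteadyGlo luminescence gave expression; GF-AFC fluorescence gave viability.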
HT1080 IDH1KD tx = HT-1080 IDH1 knockdown cell toxicity (counter line); HT-1080 IDH1 knockdown viability, ATP luminescence, 48 h; Potency, µM (highest dose often 46.1 µM), for the others: at the highest dose activity, negative = toxicity, usual class: cytotoxic; hit rate 2% among 360,000; AID 686971;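 also: potency is read from the fitted curve at half-maximal effect; 0% = DMSO wells and -100% = cell-free medium wells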
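Viability of IDH1-knockdown HT-1080 fibrosarcoma cells was assessed by CellTiter-Glo after 48 h at 37 °C with titrated compound; concentration-effect curves were classified by fit quality and response size.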
HT1080NT lethal = kills 2HG-producing HT-1080-NT fibrosarcoma cells | hit rate 1.6% among 360,000 | HT-1080-NT fibrosarcoma viability, CellTiter-Glo ATP luminescence, 48 h | Potency, µM (series often up to 46.1 µM), inactives show at the top dose activity, negative = less viability, hits mostly cytotoxic;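 also: NT is the 2HG producing partner of a matched IDH1 knockdown line; potency is read from the fitted curve at half-maximal effect; 0% = DMSO-treated cells and -100% = media-only wells without cells; nearly all actives have a fitted effect of over 55% in size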
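Compounds were tested in concentration-response format on HT-1080-NT cells for 48 hours at 37 degrees C. Cell viability came from CellTiter-Glo luminescence; curves were classified by r2, response magnitude and activity.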
MCF10A rerep = induces DNA re-replication in MCF 10a normal breast cells | MCF 10A DNA re-replication, Hoechst nuclear intensity, 48 h | Potency, µM (highest dose often 46.1 µM), for the others: at the top dose activity, positive = re-replication, usual class: activators | hit rate 2.9% among 350,000; also: potency is read from the fitted curve at half-maximal effect; % of control where 0% means no effect; nearly all actives have a fitted effect of over 50% in size
KB-3-1 cytotox = kills parental KB-3-1 adenocarcinoma cells; Potency, µM (titrated, usually from 46.1 µM), without a hit: at the highest dose activity change, negative = cytotoxic, most hits filed as cytotoxic; hit rate 1.4% among 400,000; AID 1347075; KB-3-1 viability, CellTiter-Glo ATP luminescence, 72 h; also: potency is read from the fitted curve at half-maximal effect; % is scaled to controls: 0 for no effect and ±100 for the full control effect; nearly all actives have a fitted effect of over 60% in size
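Here the drug-naive KB-3-1 line serves as comparator for MDR sub-line selectivity; cells received compound titrations, 72 h at 37 °C, then CellTiter-Glo readout.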
* marks the source's active call; other numbers are inactive results; [ ] = dose if it differs, or a comment. Unless noted, calls follow the shape of the dose curve; as a rule, active = well fitted curve in the direction sought with a large enough effect; inconclusive = small, poorly fitted or top-dose-only effect, or another doubt; inactive = no such curve, though single readings can be large; an effect the other way counts as inactive or inconclusive.

Results for CCN(c1cccc(C)c1)S(=O)(=O)c1ccc(OC)c([N+](=O)[O-])c1 ?
WRN helicase inh: -5.2%; IL1B secr inh: -13.6; KB-V1 cytotox: inconclusive; SW480 rerep: 0.3%; ATXN2 expr inh: -24.9%; HT1080 IDH1KD tx: -10.8%; HT1080NT lethal: -16.0%; MCF10A rerep: 11.4%; KB-3-1 cytotox: -3.5%

What do the screens show for `O=C(N=Nc1c(O)[nH]c2ccc(Cl)cc12)c1cc(-c2cccs2)nc2ccccc12`?
WRN helicase inh: 7.6%; IL1B secr inh: 12.8; KB-V1 cytotox: -15.0%; SW480 rerep: inconclusive; ATXN2 expr inh: -38.6%; HT1080 IDH1KD tx: -2.2%; HT1080NT lethal: 1.2%; MCF10A rerep: -0.9%; KB-3-1 cytotox: inconclusive

Results for CC1CN(c2nc3ccccn3c(=O)c2/C=C(\C#N)S(=O)(=O)c2ccccc2)CC(C)O1 (centres undefined) ?
WRN helicase inh: -8.1%; IL1B secr inh: 47.9; KB-V1 cytotox: 21.6%; SW480 rerep: -5.0%; ATXN2 expr inh: -1.4%; HT1080 IDH1KD tx: 3.3%; HT1080NT lethal: 1.5%; MCF10A rerep: 0.3%[9.22 µM]; KB-3-1 cytotox: 14.5%

Results for O=C(/C=C/c1ccco1)OCC1CCCN2CCCCC12 (centres undefined) ?
WRN helicase inh: -6.8%; IL1B secr inh: -5.2; KB-V1 cytotox: 0.0%; SW480 rerep: -15.4%; ATXN2 expr inh: 0.1%; HT1080 IDH1KD tx: -4.8%; HT1080NT lethal: -5.3%; MCF10A rerep: inconclusive; KB-3-1 cytotox: -3.0%

Results for O=S(=O)(c1ccc(Cl)cc1)N1CCN(C2CCN(Cc3ccccc3)CC2)CC1 ?
WRN helicase inh: -3.2%; IL1B secr inh: -19.1; KB-V1 cytotox: -11.5%; SW480 rerep: -6.2%; ATXN2 expr inh: -6.0%; HT1080 IDH1KD tx: 1.2%; HT1080NT lethal: -17.9%; MCF10A rerep: 19.2%; KB-3-1 cytotox: 11.0%

Results for C=Cc1ccc(CN2CCCN(Cc3ccc(Cl)cc3)S2(=O)=O)cc1 ?
WRN helicase inh: -6.6%; IL1B secr inh: 18.9; KB-V1 cytotox: 16.0%; SW480 rerep: -3.8%; HT1080 IDH1KD tx: 13.8%; HT1080NT lethal: -0.6%; MCF10A rerep: 13.3%; KB-3-1 cytotox: 1.6%

How did CC1=C(c2ccc(F)cc2)[N+](=O)C(C)(C)N1[O-] do in these assays?
WRN helicase inh: -0.5%[57.1 µM]; IL1B secr inh: 5.4; KB-V1 cytotox: 2.9%; SW480 rerep: -1.2%; ATXN2 expr inh: -9.9%; HT1080 IDH1KD tx: 0.0%; HT1080NT lethal: 7.2%; MCF10A rerep: 2.0%; KB-3-1 cytotox: -3.0%

Results for CCCn1c(/N=C/c2ccc3c(c2)OCO3)nc2ccccc21 ?
WRN helicase inh: -5.8%; IL1B secr inh: 6.6; KB-V1 cytotox: 5.7%; SW480 rerep: -8.1%; ATXN2 expr inh: 0.0%; HT1080 IDH1KD tx: 11.3%; HT1080NT lethal: -1.9%; MCF10A rerep: -12.2%; KB-3-1 cytotox: -3.3%

Results for Cc1ccc(S(=O)(=O)N(C)c2ccc(C(=O)NC3CCCCC3)cc2)cc1 ?
WRN helicase inh: 6.1%; IL1B secr inh: -11.4; KB-V1 cytotox: -27.7%; HT1080 IDH1KD tx: -3.0%; HT1080NT lethal: -3.6%; KB-3-1 cytotox: -1.1%

How did CCCCNC(=S)Nc1ccc(OC)nc1 do in these assays?
WRN helicase inh: 6.3%; IL1B secr inh: -16.1; KB-V1 cytotox: -27.8%; SW480 rerep: -2.3%; ATXN2 expr inh: -1.5%; HT1080 IDH1KD tx: -3.2%; HT1080NT lethal: -6.4%; MCF10A rerep: -14.9%; KB-3-1 cytotox: -1.5%

What do the screens show for `N#CCCN(C(=O)c1ccc2c(=O)n3c(nc2c1)CCCCC3)c1ccccc1`?
WRN helicase inh: -1.3%; IL1B secr inh: 0.0; KB-V1 cytotox: -19.9%; SW480 rerep: 4.0%; ATXN2 expr inh: 0.7%; HT1080 IDH1KD tx: 18.2%; HT1080NT lethal: 7.5%; MCF10A rerep: 1.0%; KB-3-1 cytotox: -5.4%

What do the screens show for `Cn1c(-c2sc3cc(C(F)(F)F)cnc3c2-c2cccs2)n[nH]c1=S`?
WRN helicase inh: -4.0%; IL1B secr inh: 28.6; KB-V1 cytotox: 6.3%; SW480 rerep: -24.7%; ATXN2 expr inh: 1.1%; HT1080 IDH1KD tx: 0.7%; HT1080NT lethal: 29.8%; MCF10A rerep: -0.9%; KB-3-1 cytotox: 0.2%

Results for CCCN1C(=O)C(O)(C2CC(=O)CC(C)(C)O2)c2ccccc21 (centres undefined) ?
WRN helicase inh: -5.8%; IL1B secr inh: 28.1; KB-V1 cytotox: inconclusive; SW480 rerep: 16.4µM*; ATXN2 expr inh: -8.8%; HT1080 IDH1KD tx: 9.6%; HT1080NT lethal: -1.6%; MCF10A rerep: inconclusive; KB-3-1 cytotox: inconclusive

How did N#C/C(=C(/O)c1cccc(F)c1)c1nc2ccccc2s1 do in these assays?
WRN helicase inh: -0.2%; IL1B secr inh: -58.5*; KB-V1 cytotox: 2.91µM*; SW480 rerep: -5.2%; HT1080 IDH1KD tx: -2.3%; HT1080NT lethal: -1.6%; MCF10A rerep: 11.4%; KB-3-1 cytotox: 5.8µM*

Results for Cc1cc(SCC(=O)NC2CC2)nc2ccccc12 ?
WRN helicase inh: -19.8%; IL1B secr inh: -6.3; KB-V1 cytotox: -7.2%; SW480 rerep: -8.5%; ATXN2 expr inh: 47.3%[activator]; HT1080 IDH1KD tx: 5.6%; HT1080NT lethal: 9.5%; MCF10A rerep: 18.7%; KB-3-1 cytotox: 10.0%

How did COc1ccccc1CN1CCNC(=O)C1CC(=O)NCCC1=CCCCC1 (centres undefined) do in these assays?
WRN helicase inh: -8.4%; IL1B secr inh: 0.0; KB-V1 cytotox: 27.9%; SW480 rerep: 1.2%; HT1080 IDH1KD tx: -3.9%; HT1080NT lethal: -1.5%; MCF10A rerep: 0.3%; KB-3-1 cytotox: -1.7%

How did O=C(Nc1nccs1)C1CC2CCC1C2 (centres undefined) do in these assays?
WRN helicase inh: 3.8%; IL1B secr inh: -3.7; KB-V1 cytotox: -6.3%; SW480 rerep: -4.6%; ATXN2 expr inh: 0.2%; HT1080 IDH1KD tx: -4.7%; HT1080NT lethal: -7.1%; MCF10A rerep: 2.9%; KB-3-1 cytotox: -1.1%

Results for CCCS(=O)(=O)NC(=O)C1(C)CCCN(C(=O)c2cccc(OC(F)(F)F)c2)C1 (centres undefined) ?
WRN helicase inh: -2.7%; IL1B secr inh: 22.4; KB-V1 cytotox: 5.5%; ATXN2 expr inh: 3.9%; HT1080 IDH1KD tx: 11.4%; HT1080NT lethal: 17.5%; KB-3-1 cytotox: 0.0%

Results for COc1cc(C(=O)Nc2ccc(N3CCN(C(=O)c4ccc(C)cc4)CC3)cc2)cc(OC)c1OC ?
WRN helicase inh: 6.1%; IL1B secr inh: -26.2; KB-V1 cytotox: -14.4%; SW480 rerep: 5.9%; ATXN2 expr inh: -16.2%; HT1080 IDH1KD tx: -0.1%; HT1080NT lethal: -25.1%; MCF10A rerep: 10.6%; KB-3-1 cytotox: -18.1%

What do the screens show for `COc1ccc(C(=O)CCC(=O)Nc2ccc(N3CCN(C)CC3)cc2)cc1OC`?
WRN helicase inh: -9.7%; IL1B secr inh: -13.9; KB-V1 cytotox: -10.6%; SW480 rerep: -2.8%; HT1080 IDH1KD tx: -1.1%; HT1080NT lethal: -3.1%; MCF10A rerep: 8.4%; KB-3-1 cytotox: -6.1%

What do the screens show for `COc1ccc(CNC(=O)C2CCCN(c3ncnc4c3nc3n4CCCCC3)C2)cc1` (centres undefined)?
WRN helicase inh: 5.2%; IL1B secr inh: 69.6; KB-V1 cytotox: 0.0%; SW480 rerep: -0.7%; ATXN2 expr inh: 12.0%; HT1080 IDH1KD tx: 0.7%; HT1080NT lethal: 12.1%; MCF10A rerep: 1.1%; KB-3-1 cytotox: -12.5%

What do the screens show for `CSc1ccc(/C=C(\C#N)C(=O)NC2CCCCC2C)cc1` (centres undefined)?
WRN helicase inh: -2.2%; IL1B secr inh: -119.9*; KB-V1 cytotox: 16.4µM*; SW480 rerep: inconclusive; ATXN2 expr inh: 4.6%; HT1080 IDH1KD tx: inconclusive; HT1080NT lethal: inconclusive; MCF10A rerep: 18.4µM*; KB-3-1 cytotox: inconclusive

Results for O=C(NC(=S)NCCc1ccccc1)c1cccc(Cl)c1 ?
WRN helicase inh: -18.7%; IL1B secr inh: -25.7; KB-V1 cytotox: inconclusive; SW480 rerep: 2.4%; ATXN2 expr inh: 33.6%; HT1080 IDH1KD tx: 0.2%; HT1080NT lethal: -3.2%; MCF10A rerep: inconclusive; KB-3-1 cytotox: -0.1%

Results for O=C1OC[C@H]2CCCN2C(=O)[C@@H](CC(=O)N(CCO)Cc2ccccc2)C/C=C\C[C@@H]1Cc1ccc(F)cc1 ?
WRN helicase inh: -4.9%; IL1B secr inh: -25.4; KB-V1 cytotox: 2.3%; SW480 rerep: 4.4%; ATXN2 expr inh: inconclusive; HT1080 IDH1KD tx: -0.3%; HT1080NT lethal: -9.2%; MCF10A rerep: inconclusive; KB-3-1 cytotox: 1.5%

How did CC(C)CCN1CCN(Cc2cccc(C(F)(F)F)c2)CC1CCO (centres undefined) do in these assays?
WRN helicase inh: -8.7%; IL1B secr inh: 4.0; KB-V1 cytotox: inconclusive; SW480 rerep: 3.4%; HT1080 IDH1KD tx: -1.7%; HT1080NT lethal: 9.6%; MCF10A rerep: -2.7%; KB-3-1 cytotox: -1.7%

Bioassay records as filed in PubChem.
